# Bioassay records (PubChem)
# P. falciparum M17LAP – P. falciparum M17LAP inhibitors, primary screen, biochemical, fluorogenic H-Leu-NHMec substrate, 1536-well (AID 1619); recombinant M17LAP, H-Leu-NHMec fluorogenic kinetic assay; higher % means a stronger effect; one-dose inhibition, % at 30 µM; IC50 in µM for titrated hits; hit rate 0.38% among 220,000;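 active = compound inhibiting the enzyme by more than half at any dose during confirmatory dose-response retesting; inconclusive = strong single-dose inhibitors picked by rank but not retested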;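 note: plate controls were full reaction with DMSO carrier for no effect and no enzyme background for full effect; strong numbers were not always called active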
# human PMI inhibitors – MPI inhibition at elevated mannose 6-phosphate – biochemical, fluorescence intensity, high mannose 6-phosphate, primary screen (AID 1220); recombinant PMI enzyme, coupled fluorescence intensity; higher % means a stronger effect; hit rate 0.66% among 190,000; one-dose inhibition, % at 20 µM; IC50 in µM for titrated hits
# LYP phosphatase – PTPN22 lymphoid phosphatase activity blockers – biochemical, fluorescence intensity, uHTS (AID 1779); inhibition, % at 11.5 µM, or IC50 in µM where a hit was titrated; hit rate 0.054% among 290,000; recombinant LYP phosphatase, fluorescence intensity; higher % means a stronger effect;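 note: plate controls were vehicle with enzyme for no effect and no enzyme for full effect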
# PMI inhibitors – MPI enzyme activity inhibition – biochemical, fluorescence intensity, coupled assay, primary screen (AID 1209); purified PMI enzyme, coupled fluorescence intensity; higher % means a stronger effect; one-dose inhibition, % at 20 µM; IC50 in µM for titrated hits; hit rate 0.42% among 190,000;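 note: plate controls were DMSO vehicle for no effect and wells lacking substrate for full effect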
# XIAP displacement – XIAP antagonists, biochemical, IAP family, fluorescence polarization (AID 1018) | XIAP BIR domain, fluorescence polarization peptide displacement; higher % means a stronger effect | hit rate 0.007% among 200,000 | displacement, % at 20 µM, or IC50 in µM where a hit was titrated; in the data active = displacement above about 50%; note: a part of the inactive calls stands beside numbers as strong as those of hits
# TNAP activation fold – stimulation of alkaline phosphatase TNAP activity – biochemical, luminescent, no phosphate acceptor, uHTS, primary screen (AID 1001); purified TNAP, luminescent activation assay, no phosphate acceptor; higher activation fold means a stronger effect; activation fold at 20 µM; hits with a dose series show EC50 in µM; hit rate 0.03% among 200,000; in the data active = activation fold from about 3, or a potency from the dose series; inactive = the rest, 99 in 100 with activation fold below about 1.6; note: many of its hits are not listed in these tables
# Myeloid diff 2 – promotes myeloid progenitor differentiation | ER-HoxA9 myeloid progenitors, lysozyme-GFP differentiation, flow cytometry | calls only at 10 µM | hit rate 1% among 360,000 | AID 624256;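 active = normalized GFP-positive differentiation at or above the plate's own cutoff, the solvent-only control mean plus 3 SD; inconclusive = no clear call, values can overlap the other calls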;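 note: cells exposed to compound for four days before flow analysis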
# CSM14.1 death rescue – rescue of cells from ER stress-induced death, primary screen, 384-well, CSM14.1, thapsigargin, ATP luminescence (AID 1222) | CSM14.1 thapsigargin-induced death rescue, ATP luminescence; higher % means a stronger effect | 190,000 tested, under 10 active | cellular ATP content (survival), % at 20 µM; hits with a dose series show EC50 in µM;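 active = EC50 below 50 µM in the dose-response confirmation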;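 note: death triggered by thapsigargin at about 15 µM added after 2 h compound pretreatment; cell ATP read after overnight thapsigargin exposure of roughly 18 to 22 hours; normalized against plate controls of thapsigargin alone and 5% DMSO vehicle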
# P. falciparum M1AAP – P. falciparum M1AAP inhibitors, biochemical, fluorogenic H-Leu-NHMec substrate, 1536-well (AID 1445); recombinant M1AAP, H-Leu-NHMec fluorogenic kinetic assay; higher % means a stronger effect; inhibition, % at 30 µM; hits with a dose series show IC50 in µM; hit rate 0.42% among 220,000;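 active = primary inhibition above the hit cutoff, then over 50% inhibition at one or more dose response concentrations, cut at about 23% in these data, passing the limit was not always enough; inconclusive = conflicting primary data, or primary hits not chosen for dose response; inactive = low primary inhibition, or under 50% at every dose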;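 note: plate controls were DMSO full reaction for no effect and no enzyme background for full effect; strong numbers were not always called active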
# Myeloid diff 2 GFP+ MAC1+ % – second read-out of Myeloid diff 2, no call of its own (marks repeat the call); GFP+ MAC1+ double positive, %; measured here: differentiation confirmed by MAC1 staining
# Numbers without * were called inactive; i = inactive; ? = inconclusive; / = not tested or not shown. Cut-off read from the data, not from the text of the source, unless noted: active = inhibition above about 50%; inactive = the rest.
entry	SMILES	P. falciparum M17LAP	human PMI inhibitors	LYP phosphatase	PMI inhibitors	XIAP displacement
1	COc1ccccc1OCCSc1nc2ccc([N+](=O)[O-])cc2s1	19.5%	-3.7%	-2.7%	2.4%	-7.1%
2	COc1ccc(-c2ccc(/C=N/NC(=O)Cc3nnc(N)s3)o2)cc1Cl	-1.3%	/	8.7%	/	/
3	O=C(O)c1ccccc1-c1ccccc1C(=O)Nc1cccc2ccccc12	39.4%	3.3%	-5.9%	13.4%	-3.7%
4	O=C(NCc1ccc(F)cc1)C1CCC(=O)N1C1CCCCC1 (stereo not drawn)	2.5%	6.2%	-10.4%	-1.0%	-2.1%
5	CCN(CC)S(=O)(=O)c1ccc(OC)c(NC(=O)c2ccc([N+](=O)[O-])cc2)c1	-1.9%	10.4%	1.2%	-3.9%	-1.5%
6	COc1ccc(CNC(=O)CCn2c(=O)oc3ccccc32)cc1	-0.7%	-1.3%	-4.1%	-2.9%	3.4%
7	O=C(CCc1nc(-c2cccs2)no1)Nc1cnc2ccccc2c1	0.5%	16.6%	-1.6%	4.2%	1.9%
8	O=C(COc1ncnc2ccccc12)NC1CCS(=O)(=O)C1 (stereo not drawn)	3.4%	-0.9%	-7.8%	-0.3%	-5.1%
9	Cc1ccc(S(=O)(=O)Cc2ccccc2Cl)cc1	2.4%	-8.5%	-6.1%	1.2%	1.6%
10	N#CCC(=O)Nc1ccc(C(F)(F)F)cc1N1CCOCC1	-0.6%	7.3%	-7.9%	10.4%	-7.2%

entry	TNAP activation fold	Myeloid diff 2	Myeloid diff 2 GFP+ MAC1+ %	CSM14.1 death rescue	P. falciparum M1AAP
1	1.1	i	0.1	2.0%	0.0%
2	/	i	0.1	/	12.0%
3	1.1	i	0.7	-1.1%	6.2%
4	1	i	1.5	-1.2%	-1.6%
5	1	i	0.2	-1.6%	-3.3%
6	1.1	i	0.6	0.2%	2.8%
7	1.1	i	0.6	-2.6%	1.9%
8	1.1	i	1.1	4.0%	-3.9%
9	1.2	i	0.2	-0.4%	0.7%
10	1	i	0.1	0.1%	11.9%

# The list goes on.
entry	SMILES	P. falciparum M17LAP	human PMI inhibitors	LYP phosphatase	PMI inhibitors	XIAP displacement
11	CC(C)(C)NC(=O)NC(=O)CSc1ncccn1	-4.9%	-5.9%	-6.4%	-3.8%	-2.5%
12	Cc1ccc(C=Nc2ccccc2C#N)s1	26.5%	-4.5%	-7.7%	-3.3%	-14.2%
13	COc1ccc(Oc2coc3cc(OC(=O)N4CCOCC4)ccc3c2=O)cc1	-17.1%	9.1%	-4.0%	8.8%	-10.3%
14	Cc1cccc(COCC(Cc2ccccc2)N2CCN(C(=O)c3cc(Cl)cc(Cl)c3)CCC2=O)c1 (stereo not drawn)	6.9%	6.1%	6.1%	12.5%	-4.1%
15	CCOC(=O)C1CCN(CCC(=O)Nc2ccc(Cl)cc2)CC1	1.5%	2.2%	0.8%	7.1%	-14.0%
16	COc1ccc(-c2cc(C)nc(SCC(=O)c3cccc([N+](=O)[O-])c3)n2)cc1	-4.0%	-9.2%	1.9%	-0.5%	-2.9%
17	Oc1ccc(N=C/C=C/c2cccc(Br)c2)cc1-c1nc2ccccc2s1	17.6%	38.4%	19.0%	-19.4%	-3.7%
18	Cc1cccc(-c2noc(-c3cc4ccccc4oc3=O)n2)c1	-1.8%	4.1%	-0.1%	8.8%	0.8%
19	Fc1cccc(/C=N/Nc2nc3ccccc3[nH]2)c1	-6.4%	1.4%	2.3%	7.4%	-4.5%
20	COc1ccc(-n2cnc3sc4c(c3c2=O)CCCC4)cc1	1.1%	12.3%	-1.0%	5.2%	-6.0%

entry	TNAP activation fold	Myeloid diff 2	Myeloid diff 2 GFP+ MAC1+ %	CSM14.1 death rescue	P. falciparum M1AAP
11	1.1	i	0.4	-1.0%	4.4%
12	1.1	i	0.2	-3.0%	1.9%
13	1	i	7.9	-2.0%	7.7%
14	1	i	0.3	1.0%	-0.3%
15	1	i	0.6	-1.9%	4.0%
16	1.1	i	0.6	1.3%	2.8%
17	1.4	?	/	-4.1%	10.5%
18	1	i	1.8	-2.4%	22.0%
19	1.4	/	/	-1.0%	-5.3%
20	1.1	i	0.1	3.0%	-3.2%

# Later entries:
entry	SMILES	P. falciparum M17LAP	human PMI inhibitors	LYP phosphatase	PMI inhibitors	XIAP displacement
21	CCNC(=S)N1CCCC(c2nc3ccc(C)cc3[nH]2)C1 (stereo not drawn)	9.3%	14.8%	-6.1%	14.1%	-4.4%
22	C=C(C)C1CC=C(C)/C(=N/NC(=O)c2cccc([N+](=O)[O-])c2)C1 (stereo not drawn)	-6.9%	-2.5%	-8.9%	-14.2%	-6.8%
23	COc1ccccc1NC(=O)CN1C(=O)NC2(CCCCCCC2)C1=O	0.0%	6.8%	-6.7%	11.6%	-4.1%
24	CCOCCCNC(=O)C(NC(=O)CNC(=O)c1ccccc1)c1ccccc1 (stereo not drawn)	2.1%	-5.2%	-12.1%	0.0%	-19.5%
25	C/C(=N/NC(=O)CNC(=O)c1ccccn1)c1ccccc1	14.9%	9.1%	-12.5%	6.0%	-4.5%
26	CC(C)Cn1c(SCC(=O)c2c(N)n(C)c(=O)n(C)c2=O)nc2ccccc21	4.8%	-0.9%	-2.5%	5.6%	-4.7%
27	Cc1noc(C)c1COC(=O)/C=C/c1ccc(Cl)cc1	12.4%	13.3%	-0.2%	0.9%	-14.7%
28	CCCCCCn1c(N2CCC(C)CC2)nc2c1c(=O)[nH]c(=O)n2C	-2.2%	13.2%	-5.5%	11.9%	-3.4%
29	CSc1c(CC(=O)NCCO)n(C)c2ccccc12	5.1%	-7.8%	-2.7%	-9.2%	-8.8%
30	Cc1ccn2c(-c3csc(NCc4ccco4)n3)c(C)nc2c1	7.1%	48.7%	-9.0%	2.8%	-0.6%

entry	TNAP activation fold	Myeloid diff 2	Myeloid diff 2 GFP+ MAC1+ %	CSM14.1 death rescue	P. falciparum M1AAP
21	1	i	0.2	-0.1%	-3.5%
22	1.1	i	0.4	-2.5%	0.0%
23	1.1	i	0.4	-0.9%	6.0%
24	1.1	i	1.4	-3.0%	10.1%
25	1	i	0.5	-0.1%	-0.3%
26	1.1	i	1.6	0.1%	3.6%
27	1.1	i	0.3	-0.6%	4.9%
28	1	i	1.1	-2.8%	-2.4%
29	1.1	i	3.5	2.6%	-0.4%
30	1.2	i	1.5	1.7%	-0.2%

# Other entries follow.
entry	SMILES	P. falciparum M17LAP	human PMI inhibitors	LYP phosphatase	PMI inhibitors	XIAP displacement
31	CC(C)c1ccc(N=C2N=C(N)c3ccccc32)cc1	3.7%	/	-0.5%	/	/
32	O=C(O)c1cccc(N2C(=O)/C(=C/c3ccc([N+](=O)[O-])cc3)C=C2c2ccccc2)c1	31.6%	-53.0%	2.4%	13.2%	-8.8%
33	Cc1cc2nccc(-c3ccncc3)n2n1	2.2%	-0.7%	-5.0%	-6.0%	-2.2%
34	COc1ccccc1CN1CCNC(=O)C1CC(=O)NCc1c(C)n[nH]c1C (stereo not drawn)	6.9%	/	-8.1%	/	-9.5%
35	Cc1ccc(NC(=O)c2ccccc2Cl)cc1-n1cnnn1	/	-3.6%	-8.2%	-0.3%	-3.3%
36	CCN1CCN(C(=S)c2ccc(SC)cc2)CC1	3.3%	-0.4%	-2.1%	7.3%	-5.0%
37	CCCC(C)NC(C)C(=O)NC1CCCC1 (stereo not drawn)	0.7%	10.2%	-0.5%	13.1%	-9.5%
38	CCOC(=O)N1CCN(C(=O)Cn2nc(C)c3sc4ccccc4c3c2=O)CC1	12.7%	-10.5%	1.9%	-12.4%	-4.0%
39	Cc1ccc(-n2cc(CN3CCNC(=O)CC3)c(-c3ccc(F)cc3)n2)cc1	8.8%	/	-3.9%	/	/
40	CC(C)CCN1CCN(Cc2ccoc2)CC1CCO (stereo not drawn)	1.0%	/	-4.8%	/	/

entry	TNAP activation fold	Myeloid diff 2	Myeloid diff 2 GFP+ MAC1+ %	CSM14.1 death rescue	P. falciparum M1AAP
31	/	i	0.1	/	0.2%
32	0.7	i	0.2	-0.6%	-8.0%
33	1.2	i	0.3	2.2%	-3.8%
34	1.1	i	0.1	0.5%	0.6%
35	1.1	i	0.4	-0.4%	/
36	1.1	i	0.9	0.2%	11.7%
37	1.1	i	1.4	-1.8%	-1.5%
38	0.9	i	0.8	-2.3%	3.2%
39	/	i	0.4	/	6.2%
40	/	i	0.3	/	-3.0%

# Two compounds from above with just P. falciparum M1AAP.
no.	SMILES	P. falciparum M1AAP
31	CC(C)c1ccc(N=C2N=C(N)c3ccccc32)cc1	0.2%
38	CCOC(=O)N1CCN(C(=O)Cn2nc(C)c3sc4ccccc4c3c2=O)CC1	3.2%

# Remaining list, next part:
entry	SMILES	P. falciparum M17LAP	human PMI inhibitors	LYP phosphatase	PMI inhibitors	XIAP displacement
41	O=C(CSC1=NNC(c2ccccn2)S1)Nc1ccc(C(F)(F)F)cc1 (stereo not drawn)	-1.9%	/	-4.8%	/	/
42	CCOC(=O)C1CCN(c2cc(C)nc3cc(-c4cccc(F)c4)nn23)CC1	-4.5%	13.3%	-3.4%	14.4%	1.4%
43	COC(=O)c1ccc(COc2ccc(-c3nnn(CC(N)=O)n3)cc2)cc1	12.2%	6.7%	-15.5%	-7.9%	-1.9%
44	N#CCC(=O)N/N=C1\CCCCC1C1CCCCC1 (stereo not drawn)	8.4%	-6.6%	-0.4%	4.0%	-5.8%
45	CCOC(=O)c1[nH]cnc1N=Nc1c(O)ccc2ccccc12	-16.2%	-3.2%	-1.3%	-9.9%	-4.7%
46	CCOC(=O)c1oc2cc(C)cc(C)c2c1C	-4.0%	/	-5.1%	/	/
47	CCCCNC(=O)CSc1nnc(-c2ccco2)n1C	-2.7%	10.3%	1.4%	8.4%	-2.7%
48	CCn1c(C)cc2c(c1=O)C(c1ccccc1)C(C(=O)OC)=C(N)O2 (stereo not drawn)	4.0%	1.7%	-0.4%	2.0%	-2.1%

entry	TNAP activation fold	Myeloid diff 2	Myeloid diff 2 GFP+ MAC1+ %	CSM14.1 death rescue	P. falciparum M1AAP
41	/	i	0.4	/	-16.4%
42	1.1	i	11.0	/	-0.9%
43	1.1	i	0.2	-0.1%	-1.3%
44	1.1	i	0.3	-0.6%	4.0%
45	1	?	/	-1.2%	17.0%
46	/	i	0.6	/	12.1%
47	1	i	0.9	1.2%	2.6%
48	1.1	i	1.5	-2.1%	-3.4%

# 2 of these compounds in a different format:
no.	mol	P. falciparum M17LAP	human PMI inhibitors	LYP phosphatase	PMI inhibitors	XIAP displacement	TNAP activation fold	Myeloid diff 2	Myeloid diff 2 GFP+ MAC1+ %	CSM14.1 death rescue	P. falciparum M1AAP
45	CCOC(=O)c1[nH]cnc1N=Nc1c(O)ccc2ccccc12	-16.2%	-3.2%	-1.3%	-9.9%	-4.7%	1	?	/	-1.2%	17.0%
46	CCOC(=O)c1oc2cc(C)cc(C)c2c1C	-4.0%	/	-5.1%	/	/	/	i	0.6	/	12.1%

# Outcome played no part in choosing rows. Share with any hit: about 2.7%.
